Assay outcomes from PubChem BioAssay.
Nrf2 activator = activates Nrf2 signaling. AREc32 ARE-luciferase reporter (MCF7-derived line), luminescence, 24 h. Potency, µM (top dose mostly 46.1 µM), for inactives: at the top dose activation, hits mostly activators. 0.31% of 410,000 active. AID 624171; also: potency is read from the fitted curve at half-maximal effect; % of control where 0% means no effect; nearly all actives have a fitted effect of over 65% in size
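AREc32 cells carrying an ARE-driven firefly luciferase, 1000 cells/well in OPTI-MEM with 5% FBS, dosed after overnight attachment and incubated 24 hr at 37 deg C. Steady-Glo luminescence read after 30 min at RT.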
A549 viability = counter-screen for Nrf2 inhibitors: cytotoxicity in A549 cells; A549 ARE-Fluc cells, CellTiter-Fluor viability, 18-24 h; Potency, µM (highest dose often 46 µM), inactives show at the top dose activity change, negative = cytotoxicity, hits mostly inhibitors; 0.16% of 390,000 active; AID 504648; also: potency is read from the fitted curve at half-maximal effect; % is scaled to controls: 0 for no effect and ±100 for the full control effect
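Cytotoxicity counterscreen: CellTiter-Fluor fluorescence was measured in A549 ARE_Fluc cells after 18-24 h of compound exposure in a concentration series. The subsequent BugLite luminescent read reports ARE-luciferase activity.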
MmCpn inh = M. maripaludis TRiC chaperonin inhibition | AID 504842 | 0.031% of 330,000 active | Potency, µM (doses to about 76.9 µM), for the others: at the top dose activity, negative = inhibition, most hits filed as inhibitors | purified Mm-Cpn ATPase, ADP Transcreener TR-FRET; also: potency is read from the fitted curve at half-maximal effect; % is scaled to controls: 0 for no effect and ±100 for the full control effect; nearly all actives have a fitted effect of over 80% in size
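Measured: ADP formation by purified Mm-CPN. Conditions: 25 nM protein, 10 uM ATP, Tris pH 7.4 with Mg2+, K+ and DTT, 37°C for 30 min. Detection: Transcreener HTRF after 30 min at room temperature.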
S2 tox = viability counter-screen for ATXN expression inhibitors | S2 cells (HEK-293 line with an ATXN2-luciferase reporter) viability, CellTiter-Fluor protease fluorescence, 24 h | 0.49% of 400,000 active | Potency, µM (doses to about 56.7 µM), most hits filed as cytotoxic; also: potency is read from the fitted curve at half-maximal effect; nearly all actives have a fitted effect of over 40% in size
Nrf2 block = Nrf2 pathway inhibition; A549 ARE-Fluc reporter, luciferase luminescence, 18-24 h; Potency, µM (top dose mostly 46 µM), inactives show at the highest dose activity change, negative = inhibition, usual class: inhibitors; 2.1% of 360,000 active; AID 504444; also: potency is read from the fitted curve at half-maximal effect; % is scaled to controls: 0 for no effect and ±100 for the full control effect; nearly all actives have a fitted effect of over 60% in size
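In this cell-based qHTS, ARE-driven firefly luciferase in A549 cells reports Nrf2 activity; the luminescent signal after BugLite lysis is the measured value, with a prior CellTiter-Fluor read for cell health.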
CCT modulator = changes cytosolic chaperonin activity | purified chaperonin ATPase assay, HTRF ADP detection, 30 min | activity change, % (no concentration beside the values), hits read low | 0.3% of 360,000 active; in the data active = activity change below about -30%; also: % is scaled to controls: 0 for no effect and ±100 for the full control effect
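ATPase activity: ADP formed was measured by HTRF Transcreener (665/615 nm ratio) after 30 min at 37 deg C with 10 uM ATP. Compounds screened at one 76 uM concentration against 40 or 20 nM TRiC in Tris pH 7.4/KCl/MgCl2/DTT buffer.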
HepG2 viability = counter-screen for TGF-b inhibitors: cytotoxicity in HepG2 cells; HepG2 CAGA-GFP viability, ATP luminescence, 18 h; Potency, µM (highest dose often 46.1 µM), without a hit: at the top dose activity change, negative = cytotoxicity, hits mostly cytotoxic; 0.76% of 410,000 active; AID 588856; also: potency is read from the fitted curve at half-maximal effect; some results filed as inactive show a strong effect at the top dose
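CellTiter-Glo luminescence gave cytotoxicity after 18 hours at 37 degrees C. The cells were HepG2 CAGA-GFP in 1% FBS DMEM, stimulated with 500 pg/mL TGF-beta after compound addition. %Activity was normalised to no-cell wells (complete cell-killing) and DMSO (no toxicity), and curves were fitted and classified.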
Akt phos inh = Akt phosphorylation inhibition | 0.32% of 360,000 active | Neuro2A IGF-stimulated pAkt S473 HTRF, 20 min; hits give low values | activity change, % for hits at 50 µM; in the data active = activity change below about -80%; inconclusive = mostly about -51% to -80%; also: % is scaled to controls: 0 for no effect and ±100 for the full control effect
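Neuro2A cells (4,500/well, DMEM with 0.5% FBS) were treated with compound at a single 50 µM final concentration, stimulated with 6 nM IGF for 20 min at 37 °C, and lysed. Phospho-Akt Ser473 was read by HTRF as 665/615 ratio ×10^4.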
TGFb SMAD3 inh = blocks TGF-b signaling | HepG2 CAGA-GFP TGF-b/SMAD3 reporter, GFP fluorescence, 18 h; TGF-beta stimulated, 500 pg/mL final | Potency, µM (highest dose often 46.1 µM), inactives show at the highest dose activity, negative = inhibition, actives largely listed as inhibitors | 1.2% of 410,000 active | AID 588855; also: potency is read from the fitted curve at half-maximal effect; % is scaled to controls: 0 for no effect and ±100 for the full control effect; nearly all actives have a fitted effect of over 65% in size
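HEPG2 CAGA-GFP cells (1000/well, DMEM with 1% FBS) were pre-incubated 2 h at 37 degrees C, given compound by pin tool, then stimulated with TGF-beta at 500 pg/mL final for 18 h before per-cell GFP fluorescence imaging.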
Starred values were filed as active, the others as inactive; i = inactive; ? = inconclusive; · = not tested or not shown; [ ] = remark or other dose. Unless noted, calls follow the shape of the dose curve; as a rule, active = well fitted curve in the direction sought with a large enough effect; inconclusive = small, poorly fitted or top-dose-only effect, or another doubt; inactive = no such curve, though single readings can be large; an effect the other way counts as inactive or inconclusive.

Order of values – Nrf2 activator	A549 viability	MmCpn inh	S2 tox	Nrf2 block	CCT modulator	HepG2 viability	Akt phos inh	TGFb SMAD3 inh
- CCCCc1c(C)c2ccc(OCC(C)=O)cc2oc1=O
    4.5%	-0.4%	?	i	·	-2.7	5.0%	i	11.5%
- Cc1ccc(S(=O)(=O)N2CCN(Cc3cc(=O)n4nc(-c5ccccc5Cl)sc4n3)CC2)cc1
    7.1%	4.8%	·	i	·	·	-19.8%	·	-17.0%
- COC(=O)c1cncc(O)c1
    -0.6%	-1.4%	0.1%	i	?	2.7	5.6%	i	0.0%
- CCSc1ncc(Cl)c(C(=O)Nc2ccccc2)n1
    ?	2.3%	-0.4%	i	0.8%	1.5	4.0%	i	18.1%
- Cn1c(=O)c(C(=O)CN2CCN(Cc3ccc4c(c3)OCO4)CC2)c(N)n(Cc2ccccc2)c1=O
    -0.5%	0.2%	-0.4%	i	-12.5%	0.5	-27.5%	i	?
- Cc1ccsc1C(=O)OCC(=O)N(C)c1c(N)n(Cc2ccccc2)c(=O)[nH]c1=O
    0.2%	-3.8%	3.3%	i	2.4%	-0.3	5.5%	i	?
- COc1ccc(CCNc2ncnc3sccc23)cc1OC
    0.7%	-6.2%	0.4%	i	0.581µM*	-3.0	4.2%	i	0.0%
- OCCN1CCN(CC(O)COc2ccc3c(c2)OCO3)CC1 (centres undefined)
    -1.0%	3.6%	0.4%	?	·	1.9	-4.3%	i	-20.9%
- COc1cccc(CNC(=O)C2CC(=O)N(C3CCCCCCC3)C2)c1 (centres undefined)
    -1.0%	0.1%	-0.5%	i	-7.1%	-8.4	-3.0%	i	4.6%
- Cc1cccc(NC(=S)N(C)Cc2cn(C)c3ccccc23)c1
    0.4%	-3.3%	0.9%	?	-6.4%	0.6	-31.6%	i	-25.6%
- c1ccc(Oc2cc(-c3ccccc3)ncn2)cc1
    3.3%	9.3%	-1.7%	i	?	-1.1	-16.9%	i	-5.5%
- Cc1ccc(S(=O)(=O)NCCS(=O)(=O)N2CCN(c3ccc(F)cc3)CC2)cc1
    -0.6%	-3.5%	-0.3%	i	-26.8%	-4.4	-18.2%	i	-11.3%
- CC(=NCc1ccccc1)c1ccc(O)cc1O
    -0.8%	·	·	i	·	-1.6	-2.5%	i	-6.2%
- N#CCSc1nnc(-c2ccccc2)c(-c2ccccc2)n1
    2.0%	0.1%	0.7%	i	-25.3%	-3.5	-18.7%	i	-45.1%
- COCCNC(=O)/C(C#N)=C/C(C)=C/c1ccccc1
    ?	1.9%	-2.4%	i	12.6%	-0.1	5.1%	i	2.2%
- Cc1cc(C)cc(N2C(=O)C3CCCN3C2=S)c1 (centres undefined)
    2.2%	-0.4%	0.5%	i	-4.0%	-0.7	-15.8%	i	15.8%
- COc1ccc(CCNC(=O)CSc2nnnn2-c2ccccc2OC)cc1OC
    0.7%	-1.3%	-0.1%	i	-5.7%	-0.4	-8.8%	i	1.6%
- COCCSc1nc2c(c(=O)[nH]c(=O)n2C)n1CCCc1ccccc1
    4.3%	20.7%	0.7%	i	?	1.7	-30.6%	i	-7.1%
- CCNc1nc(NC(C)C)nc(N(C#N)CCOc2ccccc2)n1
    0.4%	-16.4%	0.0%	i	?	-0.6	-37.9%	i	?
- Cc1ccc(C2NC(c3ccc(C)cc3)C(C)C(=O)C2C)cc1 (centres undefined)
    -1.0%	?	2.9%	i	19.7%	-0.4	-1.4%	i	-19.6%
- COC(=O)c1[nH]c(C)c(/C(O)=C2\C(=O)C(=O)N(CCCN3CCOCC3)C2c2ccccn2)c1C (centres undefined)
    0.6%	1.6%	0.8%	i	11.3%	-0.9	1.2%	i	-9.3%
- Cc1ccc(C)c(S(=O)(=O)N2CCN(C(=O)CCc3nc4ccccc4c(=O)[nH]3)CC2)c1
    0.3%	4.7%	1.2%	i	-14.0%	2.2	-15.1%	i	-5.1%
- C[C@H]1CN([C@@H](C)CO)C(=O)c2cc(Br)cnc2O[C@H]1CN(C)C(=O)C1CCC1
    0.3%	·	·	i	·	-0.9	-31.4%	i	-0.5%
- CCOCCCNC(=O)c1c[nH]c2ccc(S(=O)(=O)N(C)c3ccc(Cl)cc3F)cc2c1=O
    5.4%	-2.3%	·	i	·	·	-24.3%	·	-12.2%
- CCOC(=O)Cn1nc(C)c(NC(=O)COc2cccc(Cl)c2)c1C
    -0.4%	-3.3%	-0.3%	i	?	1.0	1.8%	i	0.0%
- CN(C(=O)c1cccc(NC(=O)Cc2ccc(NC(=O)C3CCN(C(=O)C4CCCCC4)CC3)cc2)c1)C1CCC1
    -0.2%	-2.4%	·	i	5.9%	-2.0	6.0%	i	-4.6%
- Cc1cc(NC(=O)COc2ccccc2)ccc1Cl
    3.9%	6.8%	1.1%	?	12.6%	-1.4	-0.8%	i	-8.2%
- O=C(c1cccs1)N(Cc1ccc(Cl)cc1)C1CCS(=O)(=O)C1 (centres undefined)
    0.2%	1.1%	0.4%	i	-1.5%	-0.4	3.5%	i	11.9%
- O=S(=O)(NCc1ccccn1)c1ccc2ccccc2c1
    -0.4%	7.1%	-5.6%	i	26.2%	-0.5	0.1%	i	-1.9%
- Cc1ccc(CC(=O)N2CCN(c3ccccn3)CC2)cc1
    0.6%	-3.5%	-0.7%	i	-2.3%	-1.4	-16.2%	i	-8.5%
- COc1cccc(C(=O)NNC(=O)c2ccccc2Br)c1
    0.3%	-18.6%	2.0%	i	14.5%	-3.6	-4.9%	i	27.6%
- Cc1occc1C(=O)N/N=C/C1=C(N2CCOCC2)C(=C/c2ccc(Cl)cc2Cl)/CC1
    0.3%	-0.5%	·	i	0.0%	0.3	4.6%	i	-16.5%
- COc1cc(-c2nc3n(n2)C(c2ccc(F)cc2)C(C(N)=O)=C(C)N3)cc(OC)c1OC (centres undefined)
    7.1%	-0.7%	·	i	10.8%	·	1.8%	·	8.3%
- CN(Cc1ccccc1)C(=O)C1CCN(S(=O)(=O)c2cc([N+](=O)[O-])ccc2Cl)CC1
    5.8%	-2.8%	-8.7%	i	?	-0.8	-11.4%	i	2.4%
- O=C(Nc1ccc2c(c1)OCO2)c1csc([C@@H]2O[C@H](CO)[C@H](O)[C@H](O)[C@H]2O)n1
    0.5%[9.22 µM]	·	·	i	·	-0.9	11.0%	i	-7.0%
- O=C(CSc1n[nH]c(=O)n1-c1cccnc1)N1CCOCC1
    -0.3%	2.0%	-17.1%	i	-1.4%	-0.6	-8.6%	i	-5.2%
- O=C(CN1CCC(C(=O)c2cccc(Cl)c2)CC1)Nc1cccc(C(=O)O)c1
    2.5%	-7.1%	-1.7%	i	-14.1%	-1.5	-4.7%	i	-13.2%
- COc1ccc(S(=O)(=O)N2CCOC2CNC(=O)C(=O)NCc2ccccc2OC)cc1 (centres undefined)
    0.7%	9.1%	0.8%	i	0.4%	-3.0	-62.4%	i	5.7%
- Cc1cccc(CN2CCN(Cc3cnn(-c4ccccc4F)c3)CC2CCO)n1 (centres undefined)
    3.1%	6.0%	0.5%	i	10.3%	-0.4	-19.6%	i	-13.3%
- COc1ccc(OC)c(NC(=O)c2cc(-c3cc(F)ccc3OCC3CCCO3)n[nH]2)c1 (centres undefined)
    4.4%	·	·	i	·	-3.0	-6.1%	i	5.2%
- CN(Cc1cccc(F)c1)CC(O)COCc1ccccc1Cl (centres undefined)
    0.0%	0.2%	-0.4%	i	-8.6%	-0.2	-12.1%	i	0.5%

5 entries already listed, sorted by their value in CCT modulator, high to low:
SMILES	Nrf2 activator	MmCpn inh	Nrf2 block	CCT modulator	Akt phos inh	TGFb SMAD3 inh
Cc1ccc(C)c(S(=O)(=O)N2CCN(C(=O)CCc3nc4ccccc4c(=O)[nH]3)CC2)c1	0.3%	1.2%	-14.0%	2.2	i	-5.1%
COCCSc1nc2c(c(=O)[nH]c(=O)n2C)n1CCCc1ccccc1	4.3%	0.7%	?	1.7	i	-7.1%
Cc1occc1C(=O)N/N=C/C1=C(N2CCOCC2)C(=C/c2ccc(Cl)cc2Cl)/CC1	0.3%	·	0.0%	0.3	i	-16.5%
COc1ccc(CCNC(=O)CSc2nnnn2-c2ccccc2OC)cc1OC	0.7%	-0.1%	-5.7%	-0.4	i	1.6%
c1ccc(Oc2cc(-c3ccccc3)ncn2)cc1	3.3%	-1.7%	?	-1.1	i	-5.5%

Looked up by structure from the list above (two):
Order of values – Nrf2 activator	A549 viability	MmCpn inh	S2 tox	Nrf2 block	CCT modulator	HepG2 viability	Akt phos inh	TGFb SMAD3 inh
- COc1cc(-c2nc3n(n2)C(c2ccc(F)cc2)C(C(N)=O)=C(C)N3)cc(OC)c1OC (centres undefined)
    7.1%	-0.7%	·	i	10.8%	·	1.8%	·	8.3%
- CCOC(=O)Cn1nc(C)c(NC(=O)COc2cccc(Cl)c2)c1C
    -0.4%	-3.3%	-0.3%	i	?	1.0	1.8%	i	0.0%
